MrgX1 ag: human MrgX1 receptor agonism, primary screen; Q96LB2; MrgX1-HEK293 cells, Fluo-4 calcium fluorescence, agonist mode; stronger effect = higher value; B-score at 10 µM; 310,000 tested, 0.44% active; AID 588627;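 active = calcium response B-score plate-corrected fluorescence ratio at least 3 library SD, with starting fluorescence B-score inside 5 SD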
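Assay system: stable human MrgX1 HEK293 cell line. Quantity: 15,000 cells per well. Schedule: cells plated overnight, dye loaded 0.5 h 37 °C, 0.5 h room temperature. Detection: Fluo-4 NW calcium-flux fluorescence, kinetic read. Read-out basis: peak-minus-minimum fluorescence over baseline, converted to B scores. Control set: positive and negative control wells on each plate.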
TMEM16A inh: inhibitors of mouse TMEM16A calcium-activated chloride channel | Q8BHY3 | HEK293 TMEM16A/YFP iodide influx fluorescence, ionomycin | normalized B-score (activity score, 25-100; higher = stronger inhibition) at 10 µM | 310,000 tested, 1.2% active;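 active = ratio plate-corrected score three or more library SD toward inhibition, starting fluorescence score within five deviations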;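 note: score derived from kinetic fluorescence span divided by baseline fluorescence per well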
Target sequence (Q8BHY3 whole entry, looked up): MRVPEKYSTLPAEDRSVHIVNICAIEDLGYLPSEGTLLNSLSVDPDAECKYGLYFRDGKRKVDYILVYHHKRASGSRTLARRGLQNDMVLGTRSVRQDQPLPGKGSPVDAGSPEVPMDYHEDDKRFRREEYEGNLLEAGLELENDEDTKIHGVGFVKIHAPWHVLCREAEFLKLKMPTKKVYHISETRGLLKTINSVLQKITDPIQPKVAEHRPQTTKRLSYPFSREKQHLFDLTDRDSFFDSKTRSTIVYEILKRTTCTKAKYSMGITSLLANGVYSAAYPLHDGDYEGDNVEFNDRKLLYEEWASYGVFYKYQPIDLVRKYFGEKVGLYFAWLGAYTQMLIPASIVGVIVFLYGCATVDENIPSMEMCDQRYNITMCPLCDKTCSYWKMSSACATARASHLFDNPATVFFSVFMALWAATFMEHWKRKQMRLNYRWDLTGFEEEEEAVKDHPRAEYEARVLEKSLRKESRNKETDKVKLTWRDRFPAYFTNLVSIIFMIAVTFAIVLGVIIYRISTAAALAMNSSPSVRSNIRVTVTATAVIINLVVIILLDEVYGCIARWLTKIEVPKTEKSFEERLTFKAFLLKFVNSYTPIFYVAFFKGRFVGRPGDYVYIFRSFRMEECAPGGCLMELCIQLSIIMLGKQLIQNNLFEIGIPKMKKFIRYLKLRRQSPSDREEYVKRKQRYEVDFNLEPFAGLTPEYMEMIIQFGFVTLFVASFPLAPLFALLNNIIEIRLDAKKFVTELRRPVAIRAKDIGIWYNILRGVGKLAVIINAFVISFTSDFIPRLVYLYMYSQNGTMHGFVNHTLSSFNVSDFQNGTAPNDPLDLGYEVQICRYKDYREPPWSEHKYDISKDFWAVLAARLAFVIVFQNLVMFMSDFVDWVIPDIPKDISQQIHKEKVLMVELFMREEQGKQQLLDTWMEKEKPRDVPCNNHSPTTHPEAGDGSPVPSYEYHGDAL
TMEM16A act: activators or potentiators of mouse TMEM16A chloride channel; Q8BHY3; HEK293 TMEM16A/YFP-H148Q/I152L, iodide quench fluorescence; stronger effect = lower value; B-score at 10 µM; 340,000 tested, 0.3% active; AID 623877;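 active = fluorescence-ratio B-score plate-corrected deviation score at least 3 library SD below zero, with starting fluorescence score within 5 deviations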;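 note: channel opened by trigger with iodide after compound preincubation; score built on the fluorescence ratio of max minus min over baseline; more negative score means more quench and so TMEM16A activation or potentiation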
MrgX1 PAM: human MrgX1 positive allosteric modulation, primary screen; Q96LB2; MrgX1-HEK293, Fluo-4 calcium flux, FDSS; stronger effect = higher value; B-score at 10 µM; 310,000 tested, 0.63% active;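 active = plate-corrected calcium response at least 3 library SD above typical, normal starting fluorescence, not activating the receptor alone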;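 note: compound read alongside a low EC10 to EC30 dose of BAM8-22 agonist; peak minus trough fluorescence over baseline measured at the second addition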
TRPC4 inh: TRPC4 (mouse) channel inhibition; Q9QUQ5; HEK293 TRPC4beta/mu-opioid, DAMGO-evoked Fluo4 calcium flux; stronger effect = lower value; B-score at 10 µM; 300,000 tested, 0.39% active; AID 2247;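 active = B-score over 3 SD under the library average, no early fluorescence shift, positive overall ratio signal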
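Assay system: TRPC4beta/mu-opioid receptor HEK293 cell line; compound dosing: single concentration per test compound; detection: Fluo4 Ca2+ flux fluorescence; evaluation: per-well B score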
MrgX1 antag: human MrgX1 receptor antagonism, primary screen | MRGX1-HEK293 calcium flux, Fluo-4, BAM8-22 antagonism; stronger effect = lower value | 310,000 tested, 1.3% active | AID 588676 | B-score at 10 µM;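 active = calcium-response B-score plate-corrected more than 3 library SD below zero, starting fluorescence within 5 deviations, no agonist response on first addition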;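 note: peak minus trough fluorescence over baseline after final BAM8-22 challenge near maximal dose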
TRPC4 PAM: allosterically enhances the mouse TRPC4 cation channel. Q9QUQ5. HEK293 TRPC4beta/mu-opioid, DAMGO EC20, Fluo-4 Ca2+ flux; stronger effect = higher value. B-score at 10 µM. 310,000 tested, 0.42% active;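 active = B-score of calcium response area above 5 SD of library B-scores, with initial fluorescence ratio within 5 SD of library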;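 note: B-score of integrated fluorescence ratio over time as area under calcium response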
TRPC6 act: mouse TRPC6 channel activation | 310,000 tested, 0.13% active | Q61143 | HEK293-TRPC6 membrane potential dye fluorescence; stronger effect = higher value | B-score at 10 µM;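 active = B-score of the integrated fluorescence ratio above library mean plus 3 SD, and starting fluorescence ratio within library mean plus 5 SD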;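 note: higher score means more depolarization so channel activation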
TRPC4 act: activators of mouse TRPC4 channel. B-score at 10 µM. AID 2237. HEK293 TRPC4beta/mu-opioid, Fluo4 calcium fluorescence; stronger effect = higher value. 310,000 tested, 0.49% active;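 active = B-score above 5 SD of library B-scores, and initial fluorescence ratio not above library mean plus 5 SD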;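 note: positive B-score marks a calcium rise read as TRPC4 activation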
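System – HEK293 cells stably co-expressing mouse TRPC4beta and mu-opioid receptor · Signal – Fluo4 calcium-sensitive dye fluorescence, kinetic, 1 Hz baseline · Benchmarks – buffer (low) and maximal DAMGO (high) · Read-out – B score of integrated fluorescence ratio per well · Incubation – dye loading 45 min room temperature, 110 s kinetic read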
TRPC6 inh: mouse TRPC6 channel inhibition; HEK293-TRPC6, membrane potential dye, ACh-evoked depolarization; stronger effect = lower value; B-score at 10 µM; 310,000 tested, 1.1% active;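 active = B-score under library mean minus 3 SD, initial fluorescence not abnormally high, positive integrated signal ratio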;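 note: B-score derived from integrated fluorescence ratio over the kinetic read; more negative B-score means stronger inhibition of depolarization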
SKKanGAS inh: SKKanGAS growth inhibition | S. pyogenes SKKanGAS, kanamycin growth, BacTiter-Glo, 6 h | inhibition, % at 7.5 µM | 300,000 tested, 1.3% active | AID 1662;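 active = mean replicate score, as percent of positive control median, at least 50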;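 note: strain carries kanamycin resistance gene driven by streptokinase promoter and grows in 40 µg/ml kanamycin; loss of luminescence reflects streptokinase promoter inhibition or plain growth inhibition; 0% = median of DMSO wells and 100% = positive control at its reference dose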
* = called active by the depositor; i = inactive; · = no result given. Outcome played no part in choosing rows; about 6.7% have a hit in one of these screens.

SMILES | MrgX1 ag | TMEM16A inh | TMEM16A act | MrgX1 PAM | TRPC4 inh | MrgX1 antag | TRPC4 PAM | TRPC6 act | TRPC4 act | TRPC6 inh | SKKanGAS inh
CC(C)c1ccc(NC(=O)c2cc([N+](=O)[O-])ccc2N2CCOCC2)cc1 | i | i | i | i | i | i | i | i | i | i | -5
Cc1cccnc1NC(=O)c1ccc2c(c1)NC(=O)C(C)S2 (configuration not stated) | i | i | i | i | i | i | i | i | i | i | -11
Cc1ccc(C(C(=O)NC2CCCCC2)N(Cc2cccnc2)C(=O)C2COc3ccccc3O2)o1 (configuration not stated) | i | i | i | i | i | i | i | i | i | i | -1
O=C(O)COc1ccc(Br)cc1/C=N/O | i | i | i | i | i | i | i | i | i | i | -16
CCc1nnc(NC(=O)CCc2c[nH]c3ccccc23)s1 | i | i | i | i | i | i | i | i | i | i | 6
CN(Cc1ccccc1)c1oc(-c2ccco2)nc1C#N | i | i | i | i | i | i | i | i | i | i | 3
CCC(Oc1ccccc1)C(=O)NC1CCCCCC1 (configuration not stated) | i | i | i | i | i | i | i | i | i | i | -11
O=C(c1cccs1)N(Cc1ccco1)c1nc(-c2ccc(F)cc2)cs1 | i | i | i | i | i | i | i | i | i | i | 43
C=CCn1c(-c2cc(-c3ccc(C)cc3)nc3ccccc23)n[nH]c1=S | i | i | i | i | i | i | i | i | i | i | 3
Cn1c(=O)oc2cc(S(=O)(=O)Nc3cccc(C(=O)O)c3)ccc21 | i | i | i | i | i | i | i | i | i | i | ·
O=C(Oc1ccccc1-c1nnco1)c1ccccc1 | i | i | i | i | i | i | i | i | i | i | -3
Cc1cc(C)cc(C(=O)NCCn2cc(SCC(=O)N3CCOCC3)c3ccccc32)c1 | i | i | i | i | i | i | i | i | i | i | 1
O=C(N/N=C/c1c[nH]c2ccc(Br)cc12)c1ccccn1 | i | i | i | i | i | i | i | i | i | i | -7
N/C(Cc1ccc([N+](=O)[O-])cc1)=N\OC(=O)c1cccc(Br)c1 | i | i | i | i | i | i | i | i | i | i | -6
CCCCn1c(=O)c(C(C)=O)c(O)c2ccccc21 | i | i | i | i | i | i | i | i | i | i | 4
Cc1ccc(/C=C/C(=O)Nc2ccc([N+](=O)[O-])cc2)o1 | i | i | i | i | i | i | i | i | i | i | 2
Cc1cnc(NC(=O)c2sc3ccccc3c2Cl)s1 | i | i | i | i | i | i | i | i | i | i | 27
COc1ccc(Cl)cc1NC(=O)CN(C)C(=O)COc1ccccc1F | i | i | i | i | i | i | i | i | i | i | 15
O=C1Nc2ccccc2O/C1=C\c1c(F)cccc1Cl | i | i | i | i | i | i | i | i | i | i | 7
O=S(=O)([N-]c1nc2ccccc2nc1-[n+]1ccc(-c2ccncc2)cc1)c1ccccc1 | i | i | -5.3* | i | i | i | i | i | i | i | 2
O=C(c1noc2c1CCCC2)N1CCCC(N2CCN(c3ccccc3F)CC2)C1 (configuration not stated) | i | i | i | i | i | i | i | i | i | i | 1
CCC(=O)Nc1cccc(-n2nnnc2SCC(=O)NCc2ccco2)c1 | i | i | i | i | i | i | i | i | i | i | 8
COc1ccc(N(C(=O)c2snc(C(N)=O)c2N)C(C(=O)NCc2ccccc2)c2ccc(F)cc2)c(OC)c1 (configuration not stated) | i | i | i | i | i | i | i | i | i | i | 7
O=C(COc1cc(Cl)ccc1Cl)Nc1ccc2c(c1)CCC2 | i | i | i | i | i | i | i | i | i | i | -17
CC(NC(=O)C(=O)NCCc1c[nH]c2ccccc12)c1ccccc1 (configuration not stated) | i | i | i | i | i | i | i | i | i | i | 3
CCc1cccc(CC)c1NC(=O)COC(=O)Cc1ccsc1 | i | i | i | i | i | i | i | i | i | i | -7
O=C1c2ccccc2C(=O)C1Cc1cccc2ccccc12 | i | i | i | i | i | i | i | i | i | i | 7
COc1ccc(CNC(=O)C2CCCN(C(=O)Nc3ccc(OC)cc3)C2)cc1 (configuration not stated) | i | i | i | i | i | i | i | i | i | i | -2
O=C(COC(=O)CCN1C(=O)c2cccc([N+](=O)[O-])c2C1=O)NCc1ccccc1 | i | i | i | i | i | i | i | i | i | i | ·
C=CCSC(=C(C#N)C#N)c1cc2c([nH]1)CCCC2 | i | 100* | i | i | i | i | i | i | i | i | 3
FC(F)(F)c1ccc(N/N=C/c2cccnc2)nc1 | i | i | i | i | i | i | i | i | i | i | 1
COc1cccc(CNC(=O)C2CCN(S(=O)(=O)c3ccc4c(c3)CC(C)N4C(C)=O)CC2)c1 (configuration not stated) | i | i | i | i | i | i | i | i | i | i | -3
Cn1cc(SCC(=O)N2CCOCC2)c2ccccc21 | i | i | i | i | i | i | i | i | i | i | 0
O=C(Nc1ccc2c(c1)OCO2)Nc1cnccn1 | i | i | i | i | i | i | i | i | i | i | 4
Cc1ccc(CNS(=O)(=O)c2cn(C)c(=O)n(C)c2=O)cc1 | i | i | i | i | i | i | i | i | i | i | -4
CCc1onc(C)c1C(=O)Nc1ccc2c(c1)OCO2 | i | i | i | i | · | i | i | i | i | i | -2
CC(=O)C1=C(O)C(=O)N(c2ccccn2)C1c1ccc(Cl)cc1 (configuration not stated) | i | i | i | i | i | i | i | i | i | i | -8
CC(C)c1nc(SCC(=O)Nc2cccc(S(N)(=O)=O)c2)n[nH]1 | i | i | i | i | i | i | i | i | i | i | 3
COc1ccc(O)c(C(c2c(C)[nH][nH]c2=O)c2c(C)[nH][nH]c2=O)c1 | i | i | i | i | i | i | i | i | i | i | -2
N#C/C(=C/c1ccc(N2CCCC2)c([N+](=O)[O-])c1)c1nc2ccccc2[nH]1 | i | i | i | i | i | i | i | i | i | i | 29
CCOC(=O)N1CCC(N2CC34C=CC(O3)C(C(=O)Nc3ccc(C(C)C)cc3)C4C2=O)CC1 (configuration not stated) | i | i | i | i | · | i | · | · | · | · | ·
C[C@@H](NCCc1ccc(O)cc1)[C@@H](O)c1ccc(O)cc1 | i | i | i | i | i | i | i | i | i | i | -8
COC(=O)[C@H](CCSC)NC(=O)N1CCC(C)CC1 | i | i | i | i | i | i | i | i | i | i | 3
O=C(NCC1CCCO1)C1CCN(C2CCN(C(=O)C3CCCCC3)CC2)CC1 (configuration not stated) | i | i | i | i | i | i | i | i | i | i | -2
CC(NC(=O)Cn1cc2c(n1)CCCCC2)c1ccccc1 (configuration not stated) | i | 25* | i | i | i | i | i | i | i | i | -3
Cc1cc(C)n(S(=O)(=O)c2ccccc2)n1 | i | i | i | i | i | i | i | i | i | i | 6
CC1CCN(CC(=O)Nc2ccc(S(=O)(=O)NC3CC3)cc2)CC1 | i | i | i | i | i | i | i | i | i | i | 3
C/C(=N\NC(=O)c1nonc1N)c1cccs1 | i | i | i | i | i | i | i | i | i | i | -2
COc1cc(S(=O)(=O)NC2CCCC2)ccc1Cl | i | i | i | i | i | i | i | i | i | i | -1
CCOC(=O)N1CCN(CCC(=O)c2ccc(Br)cc2)CC1 | i | i | i | i | i | i | i | i | i | i | 1
COc1ccc(Cn2c(C(C)C)nc3sc4ccccc4c(=O)c3c2=O)cc1 | i | i | i | i | i | i | i | i | i | i | 10
O=C1CC(c2ccccc2)Oc2cc(O)cc(O)c21 (configuration not stated) | i | i | i | i | i | i | i | i | i | i | 5
Cc1ccc(NCc2nnc(SCCN3CCCCC3)n2CC2CCCO2)cc1Cl (configuration not stated) | i | i | i | i | i | i | i | i | i | i | 3
CS(=O)(=O)Nc1cccc(C2=NN(S(=O)(=O)c3ccc(F)cc3)C(c3cccs3)C2)c1 (configuration not stated) | i | i | i | i | i | i | i | i | i | i | -4
O=C(c1cccc([N+](=O)[O-])c1)N1CCN(S(=O)(=O)N2CCCCC2)CC1 | i | i | i | i | i | i | i | i | i | i | -1
O=C(C1=C[C@H](C2CCCCC2)C[C@H](OCc2ccc(CO)cc2)O1)N1CCOCC1 | i | i | i | i | i | i | i | i | i | i | -3
C/C=C/c1ccc(OCCOCCNCc2ccccc2)c(OC)c1 | i | i | i | i | i | i | i | i | i | i | 5
CN(Cc1ccco1)C(=O)c1ccc(OC2CCN(Cc3ccccn3)CC2)cc1 | i | i | i | i | i | i | i | i | i | i | 0
CNC(=S)NCCc1ccc(OC)c(OC)c1 | i | i | i | i | i | i | i | i | i | i | -5
Cc1cccc(C(=O)Nc2cccc(OC(=O)c3cccc(C)c3)c2)c1 | i | i | i | i | i | i | i | i | i | i | 18

(continued)
SMILES | MrgX1 ag | TMEM16A inh | TMEM16A act | MrgX1 PAM | TRPC4 inh | MrgX1 antag | TRPC4 PAM | TRPC6 act | TRPC4 act | TRPC6 inh | SKKanGAS inh
COc1ccc(S(=O)(=O)N2CCC(C(=O)NC3CC3)CC2)cc1 | i | i | i | i | i | i | i | i | i | i | -10
COC(=O)N/N=C/c1cn(Cc2ccc(F)cc2)c2ccccc12 | i | i | i | i | i | i | i | i | i | i | 14
COc1cccc(Nc2nc(-c3ccccc3)nc3ccccc23)c1 | i | i | i | i | i | i | i | i | i | i | 8
CCOC(=O)C1=C(COc2ccc(F)cc2Cl)NC(=O)NC1c1cc(C)ccc1C (configuration not stated) | i | i | i | i | i | i | i | i | i | i | 8
Cc1c(C(=O)N(Cc2ccccc2)C(C)C)oc2ccc(S(=O)(=O)N3CCOCC3)cc12 | i | i | i | i | i | i | i | i | i | i | -1
c1ccc(-c2nnc(N3CCN(c4ccccn4)CC3)c3ccccc23)cc1 | i | i | i | i | i | i | i | i | i | i | 16
CNC(=O)COC(=O)/C=C/c1cccc(F)c1 | i | i | i | i | i | i | i | i | i | i | 11
C=CCOC(=O)C1=C[C@H](C2CC2)[C@@H](CCCO)[C@H](OCC)O1 | i | i | i | i | i | i | i | i | i | i | 2

2 compounds drawn at random from those above:
SMILES | MrgX1 ag | TMEM16A inh | TMEM16A act | MrgX1 PAM | TRPC4 inh | MrgX1 antag | TRPC4 PAM | TRPC6 act | TRPC4 act | TRPC6 inh | SKKanGAS inh
CCOC(=O)C1=C(COc2ccc(F)cc2Cl)NC(=O)NC1c1cc(C)ccc1C (configuration not stated) | i | i | i | i | i | i | i | i | i | i | 8
COC(=O)N/N=C/c1cn(Cc2ccc(F)cc2)c2ccccc12 | i | i | i | i | i | i | i | i | i | i | 14

Bioassay records (PubChem BioAssay)
